MDM2 E3 inh – inhibitors of human Mdm2 E3 ubiquitin ligase | cell-based MDM2 ubiquitination luciferase reporter, 2 h; 0 = plate control, 100 = twice control, blank-subtracted | signal enhancement, % at 5 µM | actives 0.11% (n = 210,000) | Q00987 | AID 1230;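 active = signal enhancement of 30% or more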;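 also: luminescence tracks abundance of the self-degrading MDM2-luciferase fusion protein; higher signal means inhibition of MDM2 E3 ligase activity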
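system = mammalian cells stably expressing self-ubiquitinating, self-degrading MDM2 E3–luciferase fusion | quantity = 2000 cells per well seeded | incubation = 4 h cell settling then 2 h compound exposure, 37 °C | signal = SteadyLite luminescence, 15 min reagent step | benchmarks = plate control and blank wells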
KCC2 mod – modulators of human KCC2 chloride dependent transport | B-score of Tl+ flux slope (higher = more flux/activation; lower = inhibition) at 10 µM | AID 1456 | Q9H2X9 | actives 2.2% (n = 190,000) | KCC2 cells, thallium flux FluoZin-2 fluorescence;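 active = thallium flux slope and its plate-corrected score both differing from the plate sample mean at a set confidence after two filtering rounds, in either direction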;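 also: slope of fluorescence scaled to starting intensity during 10 to 20 s after thallium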
PERK inhibitor – blocks human PERK kinase; Q9NZJ5; CHO PERK-DD fusion, SEAP luminescence translation reporter; inhibition, % at 5.6 µM; actives 0.17% (n = 220,000);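 active = inhibition above the mean inhibition of all tested compounds plus 3 SD, set separately per screening campaign, cut at about 2.9% in these data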;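 also: PERK kinase domain activated by AP20187 dimerizer at 100 nM; 0% = DMSO with dimerizer and 100% = rapamycin at 8.4 µM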
Target sequence (Q9NZJ5 whole entry, looked up, the tested form may be a part): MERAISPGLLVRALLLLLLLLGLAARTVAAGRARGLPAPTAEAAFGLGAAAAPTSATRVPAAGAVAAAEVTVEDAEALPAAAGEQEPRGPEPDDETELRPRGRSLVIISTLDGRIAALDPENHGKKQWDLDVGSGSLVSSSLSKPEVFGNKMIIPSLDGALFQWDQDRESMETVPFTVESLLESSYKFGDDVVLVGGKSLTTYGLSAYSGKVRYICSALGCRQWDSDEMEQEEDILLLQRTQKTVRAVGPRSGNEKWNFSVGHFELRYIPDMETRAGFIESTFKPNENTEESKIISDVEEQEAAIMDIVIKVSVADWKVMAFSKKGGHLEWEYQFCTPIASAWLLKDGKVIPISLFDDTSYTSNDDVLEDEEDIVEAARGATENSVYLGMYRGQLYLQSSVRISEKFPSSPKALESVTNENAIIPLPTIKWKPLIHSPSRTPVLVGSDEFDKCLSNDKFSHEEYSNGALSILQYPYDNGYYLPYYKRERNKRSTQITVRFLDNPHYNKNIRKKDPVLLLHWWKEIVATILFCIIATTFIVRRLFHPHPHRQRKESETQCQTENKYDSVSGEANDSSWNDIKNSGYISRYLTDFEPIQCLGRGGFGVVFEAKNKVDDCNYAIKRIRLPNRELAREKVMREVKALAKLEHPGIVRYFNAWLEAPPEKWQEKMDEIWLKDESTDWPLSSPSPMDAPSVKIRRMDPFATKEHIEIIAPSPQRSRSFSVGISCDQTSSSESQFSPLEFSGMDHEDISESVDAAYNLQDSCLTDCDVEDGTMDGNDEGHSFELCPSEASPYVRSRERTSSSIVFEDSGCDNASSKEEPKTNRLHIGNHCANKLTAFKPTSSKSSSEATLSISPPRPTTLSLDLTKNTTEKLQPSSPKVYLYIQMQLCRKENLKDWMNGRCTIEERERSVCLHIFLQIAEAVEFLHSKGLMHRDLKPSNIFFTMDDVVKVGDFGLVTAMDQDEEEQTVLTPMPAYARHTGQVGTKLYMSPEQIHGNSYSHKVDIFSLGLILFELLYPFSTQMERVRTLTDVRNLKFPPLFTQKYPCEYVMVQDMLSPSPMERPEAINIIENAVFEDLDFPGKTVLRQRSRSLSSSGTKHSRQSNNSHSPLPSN
Calpain2 inh – calpain II (pig) inhibition; actives 0.37% (n = 220,000); inhibition, % at 16 µM; purified calpain II, fluorogenic peptide substrate, 30 min;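 active = inhibition above about 50%, limit read from the data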
TNF necrop inh – inhibitors of TNF-alpha induced necroptosis in Jurkat FADD-/- cells. Jurkat FADD-/- TNF necroptosis rescue, ATP luminescence, 24 h; 0 = TNF only, 100 = no-TNF cells. activation (protection from cell death), % at 10 µM. actives 0.068% (n = 220,000). AID 463075;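 active = activation, meaning protection from cell death, of at least 50% relative to plate controls; inactive = activation below 50%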;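 also: necroptosis triggered by 40 ng/mL TNF-alpha added together with compound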
Rad51 HR inh – Rad51 (human) homologous recombination inhibition. Q06609. hRad51 DNA strand exchange, fluorescence dequenching. inhibition, % at 10 µM. actives 0.085% (n = 200,000). AID 1385;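 active = inhibition above 40% at the single screening dose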;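 also: 0% = DMSO control wells and 100% = blanks with heterologous ssDNA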
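Material: hRad51 filaments on single-stranded DNA; Reagent: Donor/quencher-labelled 47-bp dsDNA substrate; Compound: 10 µM final, single point; Schedule: 37 °C 15-min filament assembly, 30-min compound preincubation, 15-min exchange; Technique: FRET fluorescence, excitation 485 nm, emission 520 nm; Benchmarks: control wells and blank wells on each plate.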
zVAD death inh – L929 zVAD cell death inhibition | viability rescue, % at 10 µM | L929 zVAD necroptosis rescue, ATP luminescence, 24 h; with zVAD 60 µM | AID 1377 | actives 0.38% (n = 220,000);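 active = activation, scaled between plate controls, above about 75%, limit read from the data; inactive = activation under that limit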;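 also: 0% = zVAD with DMSO and 100% = DMSO alone without zVAD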
EBV gp42 block – blocks Epstein-Barr virus glycoprotein 42 binding. Q1HVG2. Fluorescence polarization binding assay, mP read-out. inhibition, % (tested at 21.74 µM). actives 0.42% (n = 220,000); in the data active = inhibition above about 50%
eIF4E-4G inh – inhibitors of eIF4E and eIF4G interaction in translation initiation; P63073+Q04637; TR-FRET eIF4E-eIF4GI(517-606) binding, 2 h; inhibition, % at 21.7 µM; actives 0.37% (n = 220,000);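 active = inhibition above about 30%, limit read from the data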;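 also: 0% = full FRET control wells and 100% = background wells lacking eIF4GI fragment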
* marks the source's active call; other numbers are inactive results; x = no result given; [ ] = dose if it differs, or a comment. Hits appear at their usual frequency. About 3.6% of those tested had a hit in this group.

Molecule	MDM2 E3 inh	KCC2 mod	PERK inhibitor	Calpain2 inh	TNF necrop inh	Rad51 HR inh	zVAD death inh	EBV gp42 block	eIF4E-4G inh
O=C(NCC(c1ccco1)N1CCOCC1)c1cccc([N+](=O)[O-])c1 (configuration not stated)	-12	-0.14	0.7	20	-0.2	4	-0.7	-1	1
CCCc1cc(=O)[nH]c(Nc2ccc(Cl)cc2)n1	-12	-1.4	1.0	29	0.1	13	0.3	-1	0
O=C(Cc1cccc2ccccc12)Nc1ccc(N2CCOCC2)cc1	-14	x	0.1	-24	0.6	2	0.8	-5	0
Cc1ccc(NC(=O)CCNS(=O)(=O)c2cccc3nonc23)cc1Cl	-7	-0.88	0.4	14	2.2	8	3.3	-8	2
CCN(CC)S(=O)(=O)c1ccc(C)c(NS(=O)(=O)c2cc(/C=C/C(=O)O)cc(OC)c2OC)c1	-7	0.00037	-0.7	-37	-0.2	-3	4.3	-7	0
COc1ccccc1CN1CCSCC1	-6	0.61	1.0	-34	0.4	-4	-0.3	-10	-4[fluorescence artefact?]
CC(CN1C(C)CCCC1C)OC(=O)c1ccc(Cl)cc1 (configuration not stated)	4	0.39	0.8	-34	1.1	21	-0.8	-24	2
CCN(c1nc(C)cc(OC)n1)S(=O)(=O)c1ccccc1	-6	-0.99	-1.1	-4	-0.7	-4	0.0	-18	1
COC(=O)CCCCCN1C(=O)NC(c2ccccc2)C(C(=O)OCc2ccccc2)=C1C (configuration not stated)	x	-2.2	-0.5	33	-2.9	2	3.0	-6	1
COc1ccc(S(=O)(=O)N(CC(=O)NC2CC2)C2CCCCC2)cc1Cl	2	x	-1.1	16	-1.3	5	0.3	4	0[fluorescence artefact?]
COc1ccccc1N1CCN(CC(=O)c2c(C)[nH]c3cc(C)ccc23)CC1	-6	-0.57	0.6	-5	-0.6	x	0.9	-15	2
Cc1ccc(S(=O)(=O)Nc2ccccc2-c2ccccc2NS(=O)(=O)c2ccc(C)cc2)cc1	17	x	1.2	-8	-5.0	4	-0.3	-5	2
CC(C)S(=O)(=O)c1csc(NC(=O)Nc2cc(Cl)ccc2Cl)c1Cl	-16	0.31	0.2	-14	-0.8	0	29	-3	3
COCCCNC(=O)CN1CCN(Cc2ccc(Cl)cc2)C1=O	-12	x	0.3	13	0.6	-9	-0.8	4	1
CC(C)CN1C(=O)/C(=C/c2ccco2)NC1=S	3	53*	1.5	-14	-0.7	x	-0.5	-23	2
COc1cccc(NC(=O)CSc2nc3n[nH]c(C)c3c(=N)n2-c2cccc(OC)c2)c1	-27	-0.94	-2.2	-25	-12	-3	72	12	0
O=C(Nc1ccc2c(c1)OCCO2)c1ccncc1	-16	x	0.9	-13	-4.0	-4	-1.5	-8	10
O=C(Nc1nc2ccccc2[nH]1)C1CCCO1 (configuration not stated)	-23	0.042	0.4	4	1.9	6	4.0	-18	17
CCc1nnc(NC(=O)c2ccc(S(=O)(=O)N3CCc4ccccc4C3)cc2)s1	3	0.033	0.6	11	1.3	0	0.1	-19	10[fluorescence artefact?]
COc1ccc(Cl)cc1NS(=O)(=O)c1ccc(OC)c(OC)c1	-6	-0.41	-0.2	-19	-1.2	-6	-0.6	-1	-3
Cc1cccc(C(=O)Nc2ccccc2SCC2CSc3nc4ccccc4c(=O)n32)c1 (configuration not stated)	-30	-0.25	-1.6	-3	-6.9	x	-0.3	-10	4
CCOC(=O)C1=NN(c2ccc(F)cc2)C2=NC(C)=C(C(=O)OC)C(c3cccs3)N12 (configuration not stated)	x	0.04	1.0	x	-1.0	-3	0.6	x	x
COc1ccc(S(=O)(=O)N(C)C)cc1NC(=O)CSc1nnc(-c2cccnc2)o1	-2	0.57	-0.4	-15	-0.4	8	1.6	-4	-2
COc1cc(CN(CCc2c(C)[nH]c3ccc(C)cc23)C(=S)NC(C)(C)C)cc(OC)c1OC	x	-0.064	-0.8	-20	1.4	x	-0.8	5	1
Cc1ccccc1-c1nc2ccccc2[nH]1	-16	-0.15	-0.1	-5	-1.7	-9	0.0	-10	1
Cn1c(=O)oc2cc(S(=O)(=O)N3CCCC3)ccc21	-4	x	0.5	-7	-0.1	2	0.7	-8	4
CC(CCc1ccccc1)NC(=O)CN1CCN(c2ccc(O)cc2)CC1 (configuration not stated)	-16	-0.45	0.5	-14	-8.0	-25	-0.6	-17	5
Cc1c(C(=O)NCC2CCCO2)oc2ccc(S(=O)(=O)N3CC(C)CC(C)C3)cc12 (configuration not stated)	-6	-2.5	0.7	-15	-1.7	-3	1.5	0	-6
COc1cccc(C2C(C(N)=O)=C(C)Nc3nc(-c4ccccc4Cl)nn32)c1 (configuration not stated)	-11	-0.73	0.9	-35	-2.1	-9	15	-6	6
CCOc1ccccc1-n1c(CN2CCN(C(=O)c3ccco3)CC2)nc2ccccc2c1=O	-16	-0.031	-1.7	12	-8.0	x	0.2	10	3
Cc1ccccc1C(=O)Nc1cccc(-c2cn3ccccc3n2)c1	-14	0.42	0.2	18	-1.1	-3	29	8	3
Cc1ccc(S(=O)(=O)Nc2ccc(NC(=O)c3c(F)c(F)c(F)c(F)c3F)cc2)cc1	-1	1.4	1.3	-34	1.0	4	9.4	7	3
COc1ccc2nc(N3C(=O)CC(Cc4ccc(Cl)cc4)C3=O)sc2c1 (configuration not stated)	-4	-1.9	1.4	-22	-3.2	6	0.0	-18	-6
COc1ccc(/C=C2\SC(=O)N(CCNC(=O)Cc3coc4cc(OC)ccc34)C2=O)cc1	-2	0.66	-0.8	18	-0.2	1	-0.4	-10	-2
Cc1ccc(C)c(Sc2ccc(NC(=O)CCl)cc2)c1	-26	0.1	1.3	-36	-10	3	1.8	-4	0
O=C(CSCc1cccc(F)c1)N1CCN(c2ccccc2)CC1	-15	-1.2	0.7	22	3.2	-4	4.5	-16	3
Cc1cc2c(cc1C)-c1nnnn1C(C)(C)C2	-14	0.96	0.5	-4	-1.1	2	-0.3	-10	-3[fluorescence artefact?]
COc1ccccc1N(CC(=O)NCCSc1ccc(Cl)cc1)S(C)(=O)=O	-12	-0.45	-0.7	-17	0.6	-6	0.8	-11	1
O=C(O)/C=C/C(=O)Nc1ccc(Cc2ccc(NC(=O)/C=C/C(=O)O)cc2)cc1	-6	0.26	0.5	-25	1.0	x	-0.8	-8	-2
NS(=O)(=O)c1ccc(-n2cccc2C=O)cc1	-4	1.1	1.0	-19	-0.1	0	0.9	8	-3
CC(C)(C)n1nc2c(c1NC(=O)c1ccc(Br)o1)CS(=O)C2 (configuration not stated)	-14	1	1.4	-4	0.6	-1	1.3	-20	-3
O=C(Nc1ccc(C(=O)N2CCOCC2)cc1)c1cnn2c(C(F)F)cc(-c3ccccc3)nc12	-2	-0.29	0.8	-88	-4.6	-2	24	5	4
COc1ccc2nc(Nc3sc4c(c3C(N)=O)CCCC4)sc2c1	-7	1.3	0.3	-47	3.7	-15	13	0	4
CO/N=C(/CS(=O)(=O)c1ccc(C)cc1)c1ccc(OC)cc1	-5	0.18	-1.0	8	-1.0	1	-0.4	3	-1
COC(=O)c1c(NC(=O)CSc2nnc(CNc3ccc(Cl)cc3)o2)sc(C)c1C	-22	-0.18	0.3	11	0.6	-5	-0.4	-28	3
CCC(=O)Nc1ccc(-c2csc(NNC(C)=O)n2)cc1	-9	1.2	0.6	5	0.5	0	-0.2	-8	-4
Cc1ccnc(SCC(=O)Nc2sc3c(c2C#N)CCC(C(C)(C)C)C3)n1 (configuration not stated)	-11	-0.53	0.5	11	1.3	4	0.9	3	0
CSc1nc(N)nc(SCCS(=O)(=O)c2ccc(Cl)cc2)c1C#N	2	x	0.4	21	-1.3	-1	-0.2	-16	-5
COc1ccc(-n2c3c(cc(C(=O)N4CCCCC4)c2=O)C(=O)CC(C)(C)C3)cc1	-27	1.8	-0.2	-35	-0.5	-4	-0.2	-21	-1
CSc1nc2nc3c(c(=O)n2[nH]1)CCC3	-15	-0.27	0.7	15	0.9	6	-4.0	-4	1

The list continues.
Molecule	MDM2 E3 inh	KCC2 mod	PERK inhibitor	Calpain2 inh	TNF necrop inh	Rad51 HR inh	zVAD death inh	EBV gp42 block	eIF4E-4G inh
O=C(CCSCc1ccc(Cl)cc1)NCCC1=CCCCC1	-12	-0.14	0.0	12	2.3	-2	0.8	3	6
Nc1c(S(=O)(=O)c2ccccc2)c2nc3ccccc3nc2n1CCN1CCOCC1	-13	0.44	-1.3	-266	1.5	x	x	14	1[fluorescence artefact?]
C/C(N)=C(/C#N)C(=O)CSc1nc2ccccc2c(=O)n1CCCOC(C)C	-16	-0.83	-0.5	10	3.1	3	4.2	-17	5
COCCCNC(=O)/C=C/c1ccc(OCc2c(F)cccc2Cl)cc1	-8	-0.94	2.4	-2	1.3	-13	0.4	-5	-1
CN(C)/C=C1\C(=O)N(c2ccc(F)cc2F)C(c2cccnc2)S1(=O)=O (configuration not stated)	-17	0.075	0.2	-20	6.1	-6	0.1	-18	6
COc1ccc2cc(C(c3nnnn3C(C)(C)C)N3CCSCC3)c(=O)[nH]c2c1 (configuration not stated)	-35	0.52	0.2	-4	2.6	7	0.6	-13	-8
CCN(CC)S(=O)(=O)c1cccc(C(=O)N/N=C/c2ccc(O)c(O)c2O)c1	-8	0.15	0.8	-18	-1.8	5	0.3	-9	17
CCCCNC(=O)c1ccc(CNc2c(N3CCC(C(=O)OCC)CC3)c(=O)c2=O)cc1	x	-0.71	1.0	26	-2.0	-5	0.4	-4	0
CCCNC(=O)N1CCN(Cc2ccco2)CC1	-19	x	2.2	10	-0.7	x	0.4	-14	3
COC(=O)CC1Oc2ccc(C)cc2NC1=O (configuration not stated)	-2	-0.032	1.0	-13	3.8	-6	0.4	-13	-5
COCCNC(=O)Cn1c(=O)n(C)c2ccccc21	4	1.6	0.0	11	0.7	8	-0.1	10	9
COc1ccc(C2=NN(C(N)=S)C(c3ccccc3)C2)cc1 (configuration not stated)	-7	0.19	0.1	29	-1.1	3	-0.8	3	-1
OC1CCCCC1Sc1nc2ccccc2s1 (configuration not stated)	-11	-0.2	0.1	6	6.5	-1	-0.3	-15	-2
Cc1ccc(/C=C/C(=O)Nc2nnc(C)s2)o1	7	-1	0.6	-2	0.1	-4	0.7	-4	7[fluorescence artefact?]
Cn1[nH]c(=O)c2ccccc2c1=O	2	0.74	1.1	-67	1.9	1	3.4	6	2[fluorescence artefact?]

Record cards, from the list above:
COc1ccc(C2=NN(C(N)=S)C(c3ccccc3)C2)cc1 (configuration not stated) in the list: MDM2 E3 inh: -7; KCC2 mod: 0.19; PERK inhibitor: 0.1; Calpain2 inh: 29; TNF necrop inh: -1.1; Rad51 HR inh: 3; zVAD death inh: -0.8; EBV gp42 block: 3; eIF4E-4G inh: -1
OC1CCCCC1Sc1nc2ccccc2s1 (configuration not stated) in the list: MDM2 E3 inh: -11; KCC2 mod: -0.2; PERK inhibitor: 0.1; Calpain2 inh: 6; TNF necrop inh: 6.5; Rad51 HR inh: -1; zVAD death inh: -0.3; EBV gp42 block: -15; eIF4E-4G inh: -2
